GLP1R cytotox: cytotoxic in the GLP-1 receptor inverse agonist counter-screen; HEK293 cAMP-luciferase reporter cells, luminescence, 24 h; AID 624418; Potency, µM (top dose mostly 38.3 µM), for the others: at the highest dose activity change, negative = inhibition, hits mostly inhibitors; 410,000 compounds, 0.13% hits;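 also: loss of luciferase light is scored as toxicity; potency is read from the fitted curve at half-maximal effect; % is scaled to controls: 0 for no effect and ±100 for the full control effect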
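Quantitative HTS format, 1536 wells, 200 cells/uL seeded. Compounds: 23 nL, 24 h, 37 °C. Detection: luciferase reagent, luminescence at 12 min RT; decreased signal taken as cytotoxic.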
MCF10A rereplic: induces DNA re-replication in MCF 10a normal breast cells; 350,000 compounds, 2.9% hits; Potency, µM (highest dose often 46.1 µM), for the others: at the top dose activity, positive = re-replication, actives largely listed as activators; MCF 10A DNA re-replication, Hoechst nuclear intensity, 48 h; also: potency is read from the fitted curve at half-maximal effect; % of control where 0% means no effect; nearly all actives have a fitted effect of over 50% in size
HT1080-NT tox: kills 2HG-producing HT-1080-NT fibrosarcoma cells. HT-1080-NT fibrosarcoma viability, CellTiter-Glo ATP luminescence, 48 h. Potency, µM (doses to about 46.1 µM), for inactives: at the top dose activity, negative = less viability, actives largely listed as cytotoxic. 360,000 compounds, 1.6% hits. AID 686970;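 also: NT is the 2HG producing partner of a matched IDH1 knockdown line; potency is read from the fitted curve at half-maximal effect; 0% = DMSO-treated cells and -100% = media-only wells without cells; nearly all actives have a fitted effect of over 55% in size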
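750 cells/well, RPMI + 5% FBS; 2 h settle, compound pin-transfer, 48 h at 37 degrees C. CellTiter-Glo 10 min RT, luminescence. Normalized to DMSO and media-only wells.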
IL-1B inflam inh: blocks inflammasome-driven IL-1 beta release. THP-1 LPS/ATP IL-1B secretion, AlphaLISA, 16 h; stronger effect = lower value. activity change, % at 57.5 µM. 360,000 compounds, 4.7% hits; in the data active = activity change below about -50%; inconclusive = mostly about -30% to -49%; also: % is scaled to controls: 0 for no effect and ±100 for the full control effect
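THP-1 cells pretreated 1 hr with compounds (up to 57.5 uM final), then stimulated with LPS (250 ng/mL final) plus ATP (1.25 mM final); secreted IL-1B measured by AlphaLISA after 16 hr, decreased signal indicating inhibition.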
SW480 rereplic: inducers of DNA re-replication in SW480 colon cancer cells; SW480 DNA re-replication, Hoechst DNA content imaging, 48 h; Potency, µM (top dose mostly 46.1 µM), inactives show top-dose re-replication activation, most hits filed as activators; 340,000 compounds, 1.8% hits; AID 624297; also: potency is read from the fitted curve at half-maximal effect; % of control where 0% means no effect; nearly all actives have a fitted effect of over 55% in size
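Quantitative HTS format with DMSO vehicle controls; 48 hr drug incubation at 37 C, then 40 min Hoechst staining and scanning imager measurement at 405 nm excitation.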
DRD3 agonist: activates the human D3 dopamine receptor; AID 652048; P35462; 410,000 compounds, 0.58% hits; max activation, %; D3R DiscoveRx beta-arrestin cells, luminescence, 90 min; in the data active = max activation above about 30%; also: 0% is about no effect; mostly tested at two doses, the higher about 12 µM
Target sequence (P35462 whole entry, looked up): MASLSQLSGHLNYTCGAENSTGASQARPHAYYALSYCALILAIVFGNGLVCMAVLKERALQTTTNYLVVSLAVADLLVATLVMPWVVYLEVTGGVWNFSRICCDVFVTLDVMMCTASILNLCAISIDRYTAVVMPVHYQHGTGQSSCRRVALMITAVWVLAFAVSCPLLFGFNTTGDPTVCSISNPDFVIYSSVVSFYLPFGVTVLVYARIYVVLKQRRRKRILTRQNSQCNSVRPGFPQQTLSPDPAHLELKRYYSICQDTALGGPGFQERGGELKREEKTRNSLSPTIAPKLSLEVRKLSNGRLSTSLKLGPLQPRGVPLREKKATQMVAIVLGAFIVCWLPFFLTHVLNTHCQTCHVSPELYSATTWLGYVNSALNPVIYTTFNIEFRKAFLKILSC
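Cells at 1500/well, incubated overnight, then treated with pinned compounds (dopamine as control) for 90 min at 37 degrees C. DiscoveRx reagent added for 30 - 60 minutes at room temperature; luminescence read.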
KB-V1 cytotox: kills drug-selected multidrug resistant KB-V1 cells. KB-V1 MDR cells viability, CellTiter-Glo, 72 h. Potency, µM (series often up to 46.1 µM), inactives show top-dose activity change, negative = cytotoxicity, hits mostly cytotoxic. 400,000 compounds, 3.4% hits. AID 1347076; also: potency is read from the fitted curve at half-maximal effect; % is scaled to controls: 0 for no effect and ±100 for the full control effect; nearly all actives have a fitted effect of over 60% in size
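Cells of the MDR subline KB-V1 are plated, dosed with compound at multiple concentrations, and incubated 72 h at 37 degrees C; CellTiter-Glo is then added and luminescence read after 10 min.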
KB-3-1 cytotox: KB-3-1 parental cell cytotoxicity; AID 1347075; KB-3-1 viability, CellTiter-Glo ATP luminescence, 72 h; 400,000 compounds, 1.4% hits; Potency, µM (doses to about 46.1 µM), for inactives: at the top dose activity change, negative = cytotoxic, hits mostly cytotoxic; also: potency is read from the fitted curve at half-maximal effect; % is scaled to controls: 0 for no effect and ±100 for the full control effect; nearly all actives have a fitted effect of over 60% in size
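KB-3-1 cells, DMEM (no phenol red) + 10% FBS; compound by pin transfer, 72 h, 37 °C. Readout: CellTiter-Glo luminescence after 10 min. Data normalized, curve-fitted.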
HT1080 IDH1KD tx: HT-1080 IDH1 knockdown cell toxicity (counter line) | HT-1080 IDH1 knockdown viability, ATP luminescence, 48 h | Potency, µM (doses to about 46.1 µM), for the others: at the highest dose activity, negative = toxicity, hits mostly cytotoxic | 360,000 compounds, 2% hits;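 also: potency is read from the fitted curve at half-maximal effect; 0% = DMSO wells and -100% = cell-free medium wells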
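% activity derives from luminescence (CellTiter-Glo), normalised to DMSO and no-cell wells. HT-1080-IDH1KD cells, 750/well, had 48 h compound exposure at 37 °C.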
The depositor's hits bear a star; u = inconclusive; x = not tested or not shown; [ ] = dose if it differs, or a comment. Unless noted, calls follow the shape of the dose curve; as a rule, active = well fitted curve in the direction sought with a large enough effect; inconclusive = small, poorly fitted or top-dose-only effect, or another doubt; inactive = no such curve, though single readings can be large; an effect the other way counts as inactive or inconclusive. Rows are unselected; any-hit rate near 11%.

Molecule | GLP1R cytotox | MCF10A rereplic | HT1080-NT tox | IL-1B inflam inh | SW480 rereplic | DRD3 agonist | KB-V1 cytotox | KB-3-1 cytotox | HT1080 IDH1KD tx
COc1cc([N+](=O)[O-])ccc1N/C=C/C(=O)c1cccs1 | 14% | 23% | 4%[9.24 µM] | 12 | -2% | -7 | 3.3µM* | 5.2µM* | u
COC(=O)c1ccc(CN2C(=O)c3ccccc3C2=O)o1 | -7% | 1% | 3% | 6 | -7% | 4 | 11% | u | 10%
CCNc1nc(Sc2ccc(C)cc2)cc(C(F)(F)F)n1 | -18% | u | -17% | 0 | u | 3 | 0% | -24% | -2%
CC(=O)c1ccc(NC(=O)COC(=O)Cc2ccsc2)cc1 | -23% | -5% | 12% | 17 | -4% | 0 | 9% | 0% | -1%
Cc1ccccc1S(=O)(=O)N(C)C[C@@H]1OCc2cnnn2CCCC(=O)N([C@@H](C)CO)C[C@H]1C | -4% | x | 6% | 4 | x | -6 | u | 23% | 0%
O=C(OC1CCOC1=O)c1ccc(S(=O)(=O)N2CCCCCC2)cc1 (stereo unspecified) | 11% | -3% | -1% | 11 | -10% | -6 | 6% | 1% | 12%
COc1ccc(OCC(O)CN2CCN(c3ncccn3)CC2)cc1 (stereo unspecified) | -21% | 17% | 21% | 0 | 2% | 31* | u | 5% | 12%
COCCCN1C(=O)/C(=C\c2ccc3c(c2)OCO3)C(C(=O)OC)=C1C | -5% | u | -13% | -3 | -28% | -1 | 0% | 17% | 0%
COc1ccc(C2(C(=O)c3ccccc3)C(=O)c3ccccc3C2=O)cc1 | -33% | 0% | 8% | 12 | -24% | 0 | -25% | 0% | -8%
COc1cc(C(CCN2CCOCC2)c2c(OC)cc(OC)c3c(C)cc(=O)oc23)cc(OC)c1OC (stereo unspecified) | 6% | -13% | 1% | -9 | -1% | -24 | 7% | -1% | 1%
Cc1ccc(NS(=O)(=O)c2c(C(=O)N3CCCC3)c(C)n(C)c2C)cc1 | 3% | -2% | 19% | 12 | -4% | 4 | 0% | 13% | 11%
O=C1CCN(S(=O)(=O)c2ccc(Cl)cc2)CCN1 | -11% | 3% | 3% | -4 | -14% | 2 | 9% | -3% | u
c1ccc(N2CCN(c3ncnc4sc5c(c34)CCC5)CC2)cc1 | -15% | u | -10% | -7 | -10%[9.22 µM] | 5 | u | u | -7%
Cc1nc2c(cnn2-c2ccccc2)c(=O)[nH]1 | 19% | -1% | 25% | 21 | -1% | 2 | -1% | 0% | 19%
Cc1cc(C)n2cc(CSc3nncn3C)nc2n1 | -1% | u | 2% | 6 | 0% | -4 | 6% | 4% | 0%
COc1ccccc1-c1cnc(C(O)c2ccc(F)c(F)c2)[nH]1 (stereo unspecified) | -10% | x | -16% | 13 | x | 1 | u | 0% | 7%
Cc1noc2ncnc(SCc3ccc(C(F)(F)F)cc3)c12 | -8% | 9% | 0% | u | -14% | -4 | -11% | 2% | -13%
Cc1ccc(C23CC4CC(CC(CN)(C4)C2)C3)cc1 | u | u | 18µM* | -95* | u | 0 | u | u | u
O=C(COC(=O)c1ccccc1C(=O)c1ccccc1)Nc1cccc([N+](=O)[O-])c1 | -13% | 18% | 6% | -18 | 20% | 3 | u | -1% | 1%
O=C(CCc1nnc2ccc(N3CCC4(CC3)OCCO4)nn12)NCc1ccccc1Cl | -8% | -6% | -10% | -3 | -6% | -1 | 19% | 1% | -1%
CCC(O)c1cc2c(cc1NC(=O)c1cccs1)OCCO2 (stereo unspecified) | 10% | -2% | 4% | 4 | -5% | -1 | 2% | 1% | 2%
CCc1ccc2[nH]c3nc(SCC(=O)NNC(=O)c4ccc(C(C)(C)C)cc4)nnc3c2c1 | -4% | 2.3µM* | 5% | -59* | 5.8µM* | 39* | -30% | u | -4%
COC(=O)Nc1ccc(S(=O)(=O)NC2CCS(=O)(=O)C2)cc1 (stereo unspecified) | 5% | u | 28% | 24 | -7% | 5 | 16% | 3% | 10%
CN1C(=O)C2(CCCCC2)C1c1ccccc1 (stereo unspecified) | 11% | -21% | 16% | 28 | u | -15 | u | 21% | 12%
O=C(CCSCCC(=O)Nc1c(F)c(F)c(F)c(F)c1F)Nc1c(F)c(F)c(F)c(F)c1F | 7% | 0% | 1% | -3 | 1% | 1 | -8% | 0% | -2%
Cn1cnnc1SCC(=O)NCCc1ccccc1 | 11% | -4% | 0% | -7 | -2% | -2 | -2% | 15% | -11%
CCOC(=O)C1C(=O)C(C(=O)OCC)C(c2cccnc2)NC1c1cccnc1 (stereo unspecified) | -14% | 9% | 15% | 24 | -1% | 8 | 8% | 2% | 8%
CC1=C/C(=N\OS(=O)(=O)c2ccccc2)C(C)=CC1=O | -31% | 4µM* | 4.6µM* | -98* | 4.1µM* | -1 | 5.8µM* | 13µM* | 9.2µM*
CCOC(=O)c1c(C)c(C(=O)N2CCCCCC2)c(C)n1C | -30% | -11% | -3% | -14 | -3% | 14 | -7% | 12% | -5%
Cc1ccsc1C(=O)NNC(=O)COc1ccc(Br)cc1 | -5% | 2% | -6% | -14 | -8% | -7 | -9% | -3% | -4%
COCCNC(=O)/C(C#N)=C/c1ccc(C(=O)O)cc1 | 1% | 14% | -4% | 3 | -6% | -2 | 3% | 4% | -2%
O=c1c2ccccc2ncn1Cc1nc2ccccc2s1 | -2% | 21% | 6% | 5 | -2% | -2 | 0% | -2% | 1%
COc1ccc(NS(=O)(=O)c2ccc(-n3cnnn3)cc2)cc1OC | -3% | -3% | u | 17 | u | -10 | -5% | u | -16%
CC(=O)c1cccc(NC(=O)c2cc(-c3ccncc3)nc3ccccc23)c1 | -19% | 0% | -5%[9.24 µM] | -7 | u | -2 | u | -29% | -23%
Cc1ccc(NC(=O)COc2cccc(/C=C3\SC(=S)N(CCC(=O)O)C3=O)c2)cc1Cl | -21% | 0% | u | -9 | -5% | 1 | 12% | 7% | u
Oc1ccc(N=Nc2nccs2)c(O)c1 | 8.9µM* | -29% | u | 128 | u | -9 | u | u | 4.1µM*
COC(=O)CSc1ccc2c(N)c(C(=O)OC)sc2c1 | 2% | 5% | 3% | 2 | -3% | 9 | -14% | 7% | -3%
COc1ccc(C(=O)NC(=O)COC(=O)C2COc3ccccc3O2)cc1 (stereo unspecified) | -24% | 3% | 2% | 10 | -1% | 1 | 0% | 15% | 5%
Cc1cc(Br)cn2c(Cc3ccccc3)c(-c3cccc(Br)c3)nc12 | 4% | x | 1% | 7 | x | -12 | u | 0% | -3%
O=C(CC(Cc1ccccc1)C(=O)O)Nc1ccc(F)cc1 (stereo unspecified) | -11% | 21% | 4% | 17 | -1% | 3 | 6% | -1% | 0%
CCCCn1c(C)cc(C)c(S(=O)(=O)c2ccccc2C)c1=O | -15% | 6% | 0% | 17 | -3% | -1 | -4% | -5% | -14%
COc1ccc(S(=O)(=O)NCc2ccccn2)c(Cl)c1Cl | 0% | 0% | 19% | 40 | 4% | 1 | -7% | 19% | 17%
C/C(=N\NC(=O)Cc1ccccc1)c1cccnc1 | 0% | 2% | 1% | -25 | 3% | 3 | 18% | 17% | 6%
COC(=O)CC(c1ccc(F)cc1)n1c(C)ccc1C (stereo unspecified) | 0% | 23µM* | -14% | -12 | 9%[1.84 µM] | -6 | 9% | 6% | -14%
COc1ccc(-c2nc(NC(=O)c3nc4nccc(C)n4n3)sc2C)cc1 | 2% | -8% | 3% | -3 | -47%[inhibitor] | 1 | u | -4% | 5%
CCN(CC(=O)Nc1c(F)cccc1F)C(=O)c1ccc(COc2ccccc2)cc1 | 0% | 1% | -1% | 8 | -2% | 3 | u | -19% | 1%
O=C(CCCCCBr)N1CCC(CC2CC(c3cccc(Br)c3)=NO2)(C(=O)NCC2CCCCC2)CC1 (stereo unspecified) | u | -3% | u | u | -1% | -54 | -2% | u | -5%
O=C(ONc1ccc(N=NC(=O)c2ccccc2O)cc1)c1ccccc1 | u | 12% | 2.3µM* | 39 | 7% | -3 | -5% | 2% | 1.8µM*
CCn1c(SCC(=O)Nc2nc(C)cs2)nnc1C(C)NC(=O)c1ccccc1 (stereo unspecified) | -2% | -1% | -9% | -7 | -4% | -3 | -1% | 0% | -1%
COc1ccc(OC(C)C(=O)N2CCCc3ccccc32)cc1 (stereo unspecified) | 9% | 7% | 0% | 9 | -12% | -8 | 3% | 17% | 6%
Cc1ccc2c(c1)-c1[nH]c(=S)ncc1CS2 | 3% | -2% | 13% | -1 | -12% | 0 | 21% | 1% | 11%
O=C(CCCC(=O)c1ccc(F)cc1)c1ccc(F)cc1 | 7% | -2% | -15% | -8 | -2% | -9 | 4% | 12% | -12%
Cc1cccc(C)c1N(CC(=O)N1CCN(c2ccccc2F)CC1)S(C)(=O)=O | 8% | 0.65µM* | 8% | 1 | -7% | 2 | -23% | 1% | 3%

By substructure: the entries above with a CF3 group (two)
Molecule | GLP1R cytotox | MCF10A rereplic | HT1080-NT tox | IL-1B inflam inh | SW480 rereplic | DRD3 agonist | KB-V1 cytotox | KB-3-1 cytotox | HT1080 IDH1KD tx
CCNc1nc(Sc2ccc(C)cc2)cc(C(F)(F)F)n1 | -18% | u | -17% | 0 | u | 3 | 0% | -24% | -2%
Cc1noc2ncnc(SCc3ccc(C(F)(F)F)cc3)c12 | -8% | 9% | 0% | u | -14% | -4 | -11% | 2% | -13%
